Screening results as filed in PubChem.
VHR inh abs – blocks human VHR1 dual specificity phosphatase. P51452. recombinant VHR phosphatase, pNPP absorbance. inhibition, % at 13.3 µM. 290,000 tested, 0.52% active; in the data active = inhibition above about 50%; note: some compounds called inactive have numbers as strong as hits
Target sequence (P51452 whole entry, looked up): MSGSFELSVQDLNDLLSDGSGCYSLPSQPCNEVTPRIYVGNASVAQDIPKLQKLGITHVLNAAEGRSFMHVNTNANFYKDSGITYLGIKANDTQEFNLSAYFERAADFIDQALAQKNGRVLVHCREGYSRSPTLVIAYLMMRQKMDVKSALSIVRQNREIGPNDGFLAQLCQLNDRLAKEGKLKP
CCHF vOTU inh – blocks the CCHF virus ovarian tumor domain protease. inhibition, % at 11.5 µM. CCHFV vOTU protease, Pep-AMC fluorescence. 370,000 tested, 0.55% active; note: 0% = vehicle wells with enzyme and 100% = no enzyme wells
MazF activator – increases E. coli MazEF RNase cleavage of RNA | FAM/BHQ RNA-DNA oligo cleavage fluorescence, 5 h | AID 504720 | P0AE70 | activation, % at 20 µM | 350,000 tested, 0.32% active; in the data active = activation above about 50%
Target sequence (P0AE70 whole entry, looked up): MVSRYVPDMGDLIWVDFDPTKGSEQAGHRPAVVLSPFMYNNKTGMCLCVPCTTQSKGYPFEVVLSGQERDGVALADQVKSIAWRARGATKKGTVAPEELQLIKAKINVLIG
Rv3671c protease – inhibitors of M. tuberculosis serine protease Rv3671c; AID 2606; inhibition, % at 5.96 µM; 320,000 tested, 0.048% active; in the data active = inhibition above about 38%;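 note: extracellular domain of Rv3671c used as enzyme; 0% = enzyme with DMSO and 100% = no enzyme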
BioA inh – inhibitors of Mycobacterium tuberculosis BioA enzyme. AID 602481. purified M. tuberculosis BioA enzyme, plate reader. 360,000 tested, 0.096% active. inhibition, % at 9.99 µM; in the data active = inhibition above about 40%; inconclusive = no clear call, values can overlap the other calls
GDH-TPI inh – GDH-TPI coupled enzyme inhibition counter-screen; GDH-TPI coupled enzyme counterscreen, NADH absorbance; inhibition, % at 4.8 µM; 360,000 tested, 1.2% active; AID 588335;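 note: 0% = DMSO wells and 100% = wells lacking the enzyme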
UGM FP inh – blocks M. tuberculosis UGM enzyme; P9WIQ1; 320,000 tested, 0.06% active; inhibition, % at 10 µM; purified UGM, fluorescence polarization probe displacement; in the data active = inhibition above about 10%, passing the limit was not always enough; inconclusive = no clear call, values can overlap the other calls
FadD28 FP inh – inhibitors of Mycobacterium tuberculosis FadD28 bisubstrate binding; AID 588549; 360,000 tested, 0.22% active; FadD28 bisubstrate probe binding, fluorescence polarization; inhibition, % at 12.5 µM; in the data active = inhibition above about 8.5%, passing the limit was not always enough; inconclusive = no clear call, values can overlap the other calls
BoNT-F LC inh – blocks Botulinum neurotoxin F light chain protease; Multiplex microsphere protease cleavage assay, flow cytometry; inhibition, % at 10 µM; 360,000 tested, 0.22% active; AID 588497; in the data active = inhibition above about 35%, passing the limit was not always enough; inconclusive = no clear call, values can overlap the other calls; note: plate controls were buffer without enzyme for full effect and enzyme alone for no effect
Mtb FBA inh – inhibitors of M. tuberculosis fructose-bisphosphate aldolase; P9WQA3; purified M. tuberculosis FBA, fluorescence read-out; inhibition, % at 1 µM; 360,000 tested, 2.3% active; in the data active = inhibition above about 27%;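 note: 0% = vehicle and 100% = reference inhibitor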
Target sequence (P9WQA3 whole entry, looked up): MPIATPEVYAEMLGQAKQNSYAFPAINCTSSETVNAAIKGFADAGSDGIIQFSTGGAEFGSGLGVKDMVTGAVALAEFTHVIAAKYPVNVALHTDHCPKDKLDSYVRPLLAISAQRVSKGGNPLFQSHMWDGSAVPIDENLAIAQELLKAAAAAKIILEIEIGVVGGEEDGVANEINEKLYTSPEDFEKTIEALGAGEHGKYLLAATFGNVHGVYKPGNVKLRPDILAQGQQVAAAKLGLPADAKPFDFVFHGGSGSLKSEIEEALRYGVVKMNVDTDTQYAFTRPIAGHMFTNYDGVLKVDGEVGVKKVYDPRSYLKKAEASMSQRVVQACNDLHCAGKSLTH
An asterisk follows results filed as active; ? = inconclusive; . = no result given. Cut-off read from the data, not from the text of the source, unless noted: active = inhibition above about 30%; inactive = the rest.

SMILES	VHR inh abs	CCHF vOTU inh	MazF activator	Rv3671c protease	BioA inh	GDH-TPI inh	UGM FP inh	FadD28 FP inh	BoNT-F LC inh	Mtb FBA inh
O=C(O)C1CCN(C(=O)COc2ccc3c4c(c(=O)oc3c2)CCC4)CC1	10	1	-1	5	1.4	16	0.9	1.3	7	41*
Cn1c(=O)[nH]c2ccc([N+](=O)[O-])nc21	2	7	1	-4	0.1	11	0.6	0.2	9	-1
CC1CN(C(=O)c2ccc3c(c2)OCO3)CC(C)O1 (stereo not drawn)	21	5	-2	6	.	-3	0.8	0.7	-7	3
CCCNC(=O)NC(=O)COC(=O)c1oc2ccc(OCC)cc2c1C	27	4	6	3	-0.4	4	-1.2	-0.9	2	23
CC(=O)c1ccccc1NC(=O)CCCNC(=O)c1ccc(Cl)cc1	-3	1	-25	-1	2.2	3	0.8	-2.4	-23	2
O=c1c(-c2n[nH]c(=S)o2)cccn1Cc1ccccc1	20	0	5	1	.	24	2.2	-1.3	0	17
COc1ccc(C2CC(c3ccccc3)=NN2S(=O)(=O)c2ccccc2)c(OC)c1 (stereo not drawn)	-4	1	-5	-4	.	-1	-0.1	2.1	1	2
CCOC(=O)C1=CCN(Cc2ccccc2)CC1	21	-12	7	1	0.0	-8	0.4	-3.0	-7	-2
CCCC1S/C(=N/N=C/c2cccs2)NC1=O (stereo not drawn)	-5	6	-1	-2	-0.2	28	0.1	-2.8	-9	-2
O=S(=O)(/C=C/c1ccccc1)N1CCN(c2cccc(Cl)c2)CC1	20	-2	-4	-2	0.0	1	2.3	-2.0	-11	0
C=CCOc1cc(C)nc(-c2ccccc2O)n1	2	-1	1	-10	0.9	4	2.4	-4.9	10	2
Nc1nc(Nc2ccc(Cl)cc2)n[nH]1	19	1	5	0	-1.3	1	-1.8	-2.7	2	2
CC1CN(C(=O)COC(=O)/C=C/c2ccccc2)CC(C)O1 (stereo not drawn)	.	7	6	.	-0.8	5	.	-0.5	0	-1
CCc1ccc(C(=O)CC2(O)C(=O)N(CN3CCOCC3)c3ccccc32)cc1 (stereo not drawn)	-2	5	2	-3	-0.4	8	0.9	-4.0	0	3
CN1CCN(c2ccc(Cl)cc2NC(=O)c2cccc(S(=O)(=O)N(C)C)c2)CC1	-11	12	-3	-14	-0.8	4	-0.9	-0.2	-42	4

A portion taken from the entries so far, for reference:
SMILES	VHR inh abs	CCHF vOTU inh	MazF activator	Rv3671c protease	BioA inh	GDH-TPI inh	UGM FP inh	FadD28 FP inh	BoNT-F LC inh	Mtb FBA inh
O=C(O)C1CCN(C(=O)COc2ccc3c4c(c(=O)oc3c2)CCC4)CC1	10	1	-1	5	1.4	16	0.9	1.3	7	41*
Cn1c(=O)[nH]c2ccc([N+](=O)[O-])nc21	2	7	1	-4	0.1	11	0.6	0.2	9	-1
CC1CN(C(=O)c2ccc3c(c2)OCO3)CC(C)O1 (stereo not drawn)	21	5	-2	6	.	-3	0.8	0.7	-7	3
CCCNC(=O)NC(=O)COC(=O)c1oc2ccc(OCC)cc2c1C	27	4	6	3	-0.4	4	-1.2	-0.9	2	23
CC(=O)c1ccccc1NC(=O)CCCNC(=O)c1ccc(Cl)cc1	-3	1	-25	-1	2.2	3	0.8	-2.4	-23	2
O=c1c(-c2n[nH]c(=S)o2)cccn1Cc1ccccc1	20	0	5	1	.	24	2.2	-1.3	0	17
COc1ccc(C2CC(c3ccccc3)=NN2S(=O)(=O)c2ccccc2)c(OC)c1 (stereo not drawn)	-4	1	-5	-4	.	-1	-0.1	2.1	1	2
CCOC(=O)C1=CCN(Cc2ccccc2)CC1	21	-12	7	1	0.0	-8	0.4	-3.0	-7	-2
CCCC1S/C(=N/N=C/c2cccs2)NC1=O (stereo not drawn)	-5	6	-1	-2	-0.2	28	0.1	-2.8	-9	-2
O=S(=O)(/C=C/c1ccccc1)N1CCN(c2cccc(Cl)c2)CC1	20	-2	-4	-2	0.0	1	2.3	-2.0	-11	0
C=CCOc1cc(C)nc(-c2ccccc2O)n1	2	-1	1	-10	0.9	4	2.4	-4.9	10	2
Nc1nc(Nc2ccc(Cl)cc2)n[nH]1	19	1	5	0	-1.3	1	-1.8	-2.7	2	2
CC1CN(C(=O)COC(=O)/C=C/c2ccccc2)CC(C)O1 (stereo not drawn)	.	7	6	.	-0.8	5	.	-0.5	0	-1

Further records:
SMILES	VHR inh abs	CCHF vOTU inh	MazF activator	Rv3671c protease	BioA inh	GDH-TPI inh	UGM FP inh	FadD28 FP inh	BoNT-F LC inh	Mtb FBA inh
COC(=O)C(C)NC(=O)c1cn(-c2ccccc2OC)c(=O)c2ccccc12 (stereo not drawn)	-18	-10	1	-2	1.2	0	-1.8	-1.5	26	1
Cc1ccc(S(=O)(=O)N(C)/C(=N/S(=O)(=O)c2ccccc2)c2ccccc2)cc1	3	-12	-9	2	.	18	0.1	-1.4	-7	1
Cc1cccc(OCC(=O)O/N=C(\N)c2ccccn2)c1C	3	14	5	4	0.5	1	-2.3	-1.4	15	2
Cc1ccc(C(=O)CC(C(=O)O)n2cccn2)cc1 (stereo not drawn)	1	2	10	3	-3.1	-8	0.0	-3.7	?	2
COc1cc(NC(=O)c2ccc3c(c2)OCO3)ccc1NC(=O)c1cccs1	34	-9	2	3	.	8	-1.6	-2.3	0	-1
CN(C)c1ccc(/C=C(\NC(=O)c2ccccc2)C(=O)NCCCN2CCOCC2)cc1	18	20	-22	5	-1.5	24	0.9	-4.8	5	-3
CS(=O)(=O)c1cccc(-c2nnc(NC(=O)C3=COCCO3)o2)c1	.	-7	2	-3	.	8	1.6	-2.6	14	-3
O=C1CSCN1c1cc(Cl)ccc1Cl	-3	-7	4	-1	.	-1	-2.2	-2.7	0	-3
CNC(=S)N1N=C(c2ccc(C)cc2)CC1c1ccc(N(C)C)cc1 (stereo not drawn)	10	4	-6	9	-2.2	7	-0.4	-0.1	-4	3
CCC(=O)Nc1cccc(C(=O)OCC(=O)c2ccccc2Cl)c1	26	-12	2	-10	-3.3	1	-2.5	-0.6	3	6
O=C(CN1CC(=O)Oc2ccccc21)OCC(=O)c1ccccc1	19	-1	-4	6	-0.3	0	1.4	0.2	-2	0
CCOC(=O)N1CCC(NC(=O)C2=CCN(S(=O)(=O)c3ccc(OC)cc3)CC2)CC1	17	11	-6	6	.	8	-2.5	-1.9	-1	-3
Nc1nnnn1CC(=O)N/N=C/c1ccccn1	25	-8	9	-5	0.6	-11	-2.2	-3.4	17	2
CC1(O)CCC2C3CCC4=CC(=O)CCC4(C)C34OC4CC21C (stereo not drawn)	.	-3	6	.	-1.2	0	.	-1.8	-5	-1
CCC1C(=O)NCCN1Cc1nc(-c2ccc(C)s2)oc1C (stereo not drawn)	-19	2	-23	3	-0.1	4	1.7	-0.2	-5	9
COc1cc2c(cc1OC)C(C(=O)N(C)Cc1ccccc1)C(c1cccnc1)N(C)C2=O (stereo not drawn)	0	-3	2	1	1.1	-4	1.8	-2.8	3	3
O=C(NCCc1ccccc1)c1ccc(-n2cnnn2)cc1	-11	4	4	3	.	1	3.5	-0.8	-5	-2
O=C(c1ccc(N2C(=O)C3CCCCC3C2=O)cc1)N1CCCCC1 (stereo not drawn)	6	5	-6	8	-0.1	4	0.1	-2.5	20	0
Cc1nnc(SCC(=O)NC23CC4CC(CC(C4)C2)C3)n(N)c1=O	-15	5	4	-3	.	0	-0.5	-2.9	-2	1
COCCNC(=O)C1CCCN(Cc2ccc(C)cc2)CC1 (stereo not drawn)	.	0	.	.	-0.4	5	.	-3.7	0	-2
COc1cc(S(=O)(=O)Nc2cccc(C)c2)ccc1NC(=O)c1cccnc1	13	-6	3	-9	.	4	2.1	-0.7	-10	2
Cc1ccc(Cn2nc3c4cc(F)ccc4n(Cc4ccc(F)cc4)cc-3c2=O)cc1	2	9	-7	.	0.5	-1	.	0.5	34	2
Cc1nc2ccccc2c(=O)n1-c1ccc([N+](=O)[O-])cc1	8	-2	-4	0	3.8	1	0.2	-2.3	3	1
Cc1nnc(-c2cnn(C)c2N)n1Cc1cccc(Cl)c1	10	-1	4	5	2.0	0	-1.8	-1.6	3	0
CSc1nnc(-c2cnccn2)n1CCCN1CCCC1=O	28	-13	-1	2	.	-3	-1.8	0.8	6	0
CCCn1c(=O)c(C(=O)NNC(=O)c2cccc([N+](=O)[O-])c2)c(O)c2ccccc21	-2	-5	3	0	-0.9	8	2.3	-7.1	4	-1
COc1cc(OC)cc(C(=O)NCC(=O)OCc2csc(-c3ccccc3)n2)c1	6	17	-4	11	.	3	-3.3	-7.3	-11	0
CCCCOc1ccc(N(CC(=O)NC2CCCC2)C(=O)CCC(=O)Nc2ccccn2)cc1	18	2	-5	-5	-1.3	3	2.5	-0.6	-9	-2
Cc1c(Cl)cccc1NC(=S)N(CCCN1CCOCC1)Cc1cccs1	7	10	1	2	4.5	6	-0.7	-4.0	-9	1
CC(=O)c1ccc(N2CCN(c3ccc(C(F)(F)F)cn3)CC2)cc1	-2	22	-12	2	1.1	18	-1.6	-4.1	-2	7
CCOC(=O)c1cnc2c(Cl)c(Cl)ccc2c1NCCN1CCOCC1	-15	-15	3	4	-0.2	-2	4.3	-2.1	-7	2
c1ccc(OCCOc2cccc3cccnc23)cc1	-1	4	5	1	.	-3	0.5	-2.8	-2	-1
COCCSc1nc(N)c2c3c(sc2n1)CN(C)CC3	3	-40	-9	0	.	19	3.3	-3.2	-6	52*
O/N=C/c1ccccc1Oc1ccc(Cl)cc1	22	-2	-3	3	.	-4	-1.5	-1.4	-4	8
CN(C)C(=O)OCC1COc2ccccc2O1 (stereo not drawn)	66	5	4	1	-1.6	2	-0.5	0.4	-8	4
COCCNC(=O)C1(C)CCCN(C(=O)Cc2ccc3ccccc3c2)C1 (stereo not drawn)	.	-6	.	.	0.3	9	.	-1.5	-2	1
Cc1ccc(NC(=O)CN(C)CC(=O)Nc2cccc(F)c2)cc1[N+](=O)[O-]	17	9	-8	-3	.	7	3.2	-0.5	-7	-3
CS(=O)(=O)N(CC(=O)N1CCN(Cc2ccccc2)CC1)Cc1ccccc1	-9	14	1	0	1.4	-9	1.1	-0.9	-20	1
O=S(=O)(c1ccc2c(c1)CCCN2)N1CCCC1	.	16	8	-2	1.7	3	-1.9	-1.9	-11	1

Compounds were not picked by outcome; 4.9% or so of the library scored in one or more.
